MT stabilize HCS: stabilizes microtubules in HeLa cells; HeLa tubulin immunostaining HCS, 24 h; share of cells brighter than vehicle mean+2SD; % tubulin-high responders, % at 10 µM; 0.83% of 200,000 active;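 active means plate Z-score above 3 for both tubulin-high and condensed-nucleus cell shares, with cell loss under 80%, at 10 µM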;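 further: anti alpha tubulin signal scored within the nucleus-defined area of each cell; some results filed as inactive read as strong as hits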
CSM14.1 death rescue: protection against thapsigargin-triggered cell killing – 384-well, CSM14.1, ATP luminescence, primary screen (AID 1222) | CSM14.1 thapsigargin-induced death rescue, ATP luminescence; higher % means a stronger effect | cellular ATP content (survival), % at 20 µM; hits with a dose series show EC50 in µM | 190,000 tested, under 10 active;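 active means EC50 below 50 µM in the dose-response confirmation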;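 further: death triggered by thapsigargin at about 15 µM added after 2 h compound pretreatment; cell ATP read after overnight thapsigargin exposure of roughly 18 to 22 hours; normalized against plate controls of thapsigargin alone and 5% DMSO vehicle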
T cell modulator: T cell immune modulators affecting CD8 T cell-vesicle binding; 2C CD8+ T cell-vesicle binding, flow cytometry; stronger effect = lower value; calls only at 7 µM; 0.068% of 330,000 active;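 active means response, share of CD8 T cells binding vesicles, and their 90th percentile fluorescence all below set limits, cut at about 80% in these data, passing the limit was not always enough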
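Assay system – 2C mouse CD8+ T cells · Also added – QL9-loaded Drosophila micro-vesicles · Timing – Cell–vesicle co-incubation 1.5 h at 37 °C, staining 20 min on ice · Signal – flow cytometry of vesicle-bound cells · Measure – percent CD8+ FL2 mean versus row control · Controls – Peptide-free naked vesicles (low) and QL9 vesicles with 0.7% DMSO vehicle (high)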
Salmonella PhoP GFP: PhoP-dependent GFP reporter repression – Salmonella Typhimurium, primary screen (AID 1863). S. Typhimurium PhoP-regulated promoter GFP reporter, 4 h; higher % means a stronger effect. inhibition, % at 50 µM; hits with a dose series show IC50 in µM. 0.16% of 300,000 active;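 active means inhibition over 29.93%, a cutoff 3 SD above the screen mean, later confirmed by dose response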;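 further: 0% = low Mg2+ inducing control and 100% = high Mg2+ repressing control; strong numbers were not always called active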
bCat nuc transl: alters nuclear translocation of beta-catenin in HeLa cells; immunofluorescence imaging; nuclear translocation activity, % at 5 µM; 0.3% of 190,000 active; AID 1665;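 active means nuclear translocation activity above 50% at 5 µM, with a well cell count of 50 or more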;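 further: per-cell ratio of nuclear to cytoplasmic median beta-catenin stain intensity; plate controls were DMSO negative control for no effect and GSK-3 inhibitor IX positive control for full effect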
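Test system: human HeLa cells, native beta-catenin. Compound dosing: 5 µM primary single dose, 0.1% DMSO, 0.02–20 µM confirmation series. Incubation: compound exposure 24 h at 37°C. Detection: beta-catenin immunostaining with DAPI counterstain, 20x imaging, 6 fields/well. Read-out basis: Nuclear/cytoplasmic beta-catenin signal ratio, % activation.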
Autophagy HCS: alters autophagy in cells; MEF GFP-LC3 puncta imaging; test concentration mostly 10 µM; calls only at 10 µM (by protocol); 0.98% of 190,000 active; AID 463193;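 active means percentage of spot-positive cells more than 3 SD above its plate mean, without a fluorescence outlier flag or 80% toxicity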;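 further: spot-positive cell cutoff set from DMSO-treated cells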
Ins promoter up: MIN6 insulin promoter up-regulation; MIN6 insulin promoter-GFP reporter, high-content imaging; stronger effect = higher value; z-score at 5 µM; 0.3% of 190,000 active;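 active means z-score above 3 at 5 µM with at least 500 cells counted in the well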
Hep lipid drop: hepatic lipid droplet formation modulation; AML12 mouse hepatocytes, oleate lipid droplets, BODIPY imaging; inhibition, % at 6.5 µM; 0.4% of 240,000 active;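 active means lipid droplet intensity inhibited by at least 50%, with more than 500 cells counted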
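Assay system: AML12 mouse liver cells | Compound: 6.5 µM single-point dosing | Schedule: Overnight exposure | Technique: Fluorescence imaging, 20x objective, two fields per well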
Dynein transport: dynein cargo transport inhibition | 3617.4 mouse cells, GR-EGFP nuclear translocation imaging; test concentration mostly 20 µM; stimulated with dexamethasone, 1 µM; stronger effect = lower value | z-score, hits read low | 0.47% of 220,000 active | AID 1381;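 active means plate z-score of nuclear minus cytoplasmic receptor signal below a set negative limit, without overly bright fluorescence or cell loss, cut at about -3.5 in these data, passing the limit was not always enough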;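 further: z-score of nuclear minus cytoplasmic ring GR-EGFP intensity difference per well; some compounds called inactive have numbers as strong as hits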
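Buffer or medium – tet-free medium with charcoal-stripped serum · Signal – automated 10x imaging of fixed Hoechst-stained cells · Also added – dexamethasone agonist, 1.0 µM final, for 30 min · Incubation – induction 48 h, compound 1 h, agonist 30 min · Read-out – GR-EGFP nuclear translocation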
Dynein transport cytoplasmic EGFP: second read-out of Dynein transport, no call of its own (marks repeat the call); z-score; measured here: cytoplasmic GR-EGFP intensity; stronger effect = higher value
Dynein transport nuclear GR-EGFP: second read-out of Dynein transport, no call of its own (marks repeat the call); z-score; measured here: nuclear GR-EGFP intensity;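 lower value marks the stronger effect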
Dynein transport cell count: also measured in Dynein transport; calls as there; z-score; measured here: cell count per field
Ins promoter up cell count: also measured in Ins promoter up; calls as there; cell count; measured here: cytotoxicity, nuclei count;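 total cells summed across four imaged fields per well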
Hep lipid drop cells 6.5 µM: second read-out of Hep lipid drop, no call of its own (marks repeat the call); cell count; measured here: cell count, cytotoxicity flag;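 cells counted across two imaged fields per well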
bCat nuc transl cell count 5 µM: further read-out of bCat nuc transl, marked with its call; cell count; measured here: cell count, cytotoxicity flag
T cell modulator vesicle-bound %: second read-out of T cell modulator, no call of its own (marks repeat the call); double positive events, %; measured here: CD8+ vesicle-bound cell fraction;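 binding gate set so that unloaded-vesicle control wells show 10% double positive cells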
MT stabilize HCS Hoechst-high %: second read-out of MT stabilize HCS, no call of its own (marks repeat the call); % Hoechst-high responders; measured here: nuclear condensation Hoechst responders;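 share of cells brighter than vehicle mean plus two SD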
MT stabilize HCS cytotoxicity %: also measured in MT stabilize HCS; calls as there; toxicity, %; measured here: cytotoxicity by cell density;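 0% = mean cell density of plate MIN control wells and 100% = no cells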
Autophagy HCS cell loss 18 h: further read-out of Autophagy HCS, marked with its call; toxicity, %; measured here: cell loss, nuclei count;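 cell loss after 18 h compound exposure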
Starred values were filed as active, the others as inactive; i = inactive; . = no result given.

SMILES	MT stabilize HCS	MT stabilize HCS Hoechst-high %	MT stabilize HCS cytotoxicity %	CSM14.1 death rescue	T cell modulator	T cell modulator vesicle-bound %	Salmonella PhoP GFP	bCat nuc transl	bCat nuc transl cell count 5 µM	Autophagy HCS	Autophagy HCS cell loss 18 h	Ins promoter up	Ins promoter up cell count	Hep lipid drop	Hep lipid drop cells 6.5 µM	Dynein transport	Dynein transport cytoplasmic EGFP	Dynein transport nuclear GR-EGFP	Dynein transport cell count
Cc1cc(C)c2c(=O)n(CC(=O)Nc3ccc(Cl)cc3)sc2n1	.	.	.	.	i	1	-12%	-0.9	1399	.	.	0.05	1111	0	709	-1.7	0.3	-0.084	-0.27
Cn1cnnc1SCC(=O)Nc1cc(S(=O)(=O)N2CCCCCC2)ccc1Cl	2.3	3.8	6.2	14%	i	35	2%	0.9	946	i	8	0.23	1357	-1	700	-0.25	-0.058	-0.33	0.26
CN1CCN(Cc2nc3ccccc3c(=O)n2Cc2nc(-c3ccccc3F)cs2)CC1	5.4	3.6	5.2	-4.1%	i	52	1%	-0.3	1171	i	21	-1.4	1392	26	634	-0.2	-0.14	-0.32	0.13
Cc1cccc(N2CCN(C(=O)c3ccc4ncsc4c3)CC2)c1C	43*	36*	60*	-0.8%	.	.	5%	150*	314*	i	24	.	.	11	807	0.026	1	0.93	-0.51
C=C(C)C1Cc2c(C)nn(-c3ccccn3)c2C1 (stereo unspecified)	1.2	0.8	8.3	-1.5%	i	38	-4%	.	.	i	28	0.06	819	-3	802	-0.068	-0.33	0.14	0.23
O=C(COC(=O)c1ccc(CSc2ccc(Cl)cc2)cc1)Nc1ccccc1	4.6	2.4	6.5	-0.6%	i	33	-7%	-1.6	1032	i	0	1.1	1527	-9	719	-0.15	-0.25	-0.17	-0.019
O=C(Nc1ccc(S(=O)(=O)N2CCCCC2)cc1)c1ccccc1Cl	1.7	1.3	7.3	2.1%	i	23	-5%	.	.	i	-18	0.69	864	.	.	-0.88	-0.093	-0.19	0.68
CCOC(=O)CN(C(=O)CN1CCOCC1)c1ccc(Br)cc1	4.4	3.0	10	1.1%	i	54	19%	-0.8	1120	i	2	0.04	955	.	.	-0.22	-0.19	-0.0057	0.1
N/C(Cc1cccs1)=N\OC(=O)COc1ccccc1	1.2	1.0	11	0.4%	i	27	0%	.	.	i	-5	0.2	897	11	779	0.3	-0.16	-0.094	0.37
CCOC(=O)N1CCN(C(=O)CCN2C(=O)COc3ccccc32)CC1	3.0	3.2	5.6	2.3%	i	66	6%	-0.1	863	i	1	-1.1	1464	.	.	0.14	-0.24	0.59	-1.3
CCOC(=O)N1CCN(C(=O)C2CCN(S(=O)(=O)c3ccc(Br)s3)CC2)CC1	2.0	0.8	12	0.0%	i	42	-4%	-3.5	1169	i	0	1.4	862	-40	584	1.9	0.071	1.4	-1.6
COC(=O)[C@@]1(Cc2ccccc2)[C@@H]2C(=CC(=O)[C@H]2CC(=O)C(=O)N(C)C)CN1C(=O)c1ccccc1	12	3.0	15	0.8%	i	56	-2%	-0.1	541	i	10	0.74	727	-50	692	-5.2*	0.98*	-2*	0.52*
C=CCN(C(C)=O)C1CC(=O)N(c2ccc(OCCC)cc2)C1=O (stereo unspecified)	1.4	1.3	7.4	-3.2%	i	29	9%	-0.4	934	i	-1	.	.	-10	804	0.34	-0.16	0.27	0.23
O=C(CSc1nnc(-c2ccco2)n1CC1CCCO1)c1ccccc1 (stereo unspecified)	4.3	2.9	7.9	0.5%	i	14	4%	-5.3	881	i	8	-0.46	1375	.	.	-0.68	-0.32	-0.2	0.53
Cc1ccc(S(=O)(=O)/N=C/c2cc(Br)ccc2O)cc1	3.1	2.8	5.2	.	i	29	-9%	-0.7	1050	i	-11	0.04	1269	13	744	-0.77	-0.23	-0.37	0.23
Cc1nnc(NC(=O)CCC(=O)N2CCC(C)CC2)s1	1.6	2.1	9.9	3.6%	i	11	-7%	-2.5	1309	i	1	0.81	1125	8	746	0.62	-0.22	1.1	0.39
COc1ccccc1CN1C(=O)CCC1(C)C(=O)NCc1cccnc1 (stereo unspecified)	2.2	1.8	10	0.5%	i	14	-2%	-4.2	919	i	-7	1.5	1260	.	.	0.36	-0.17	0.33	-0.86
COC(=O)Nc1c(C)n(C)n(-c2ccccc2)c1=O	6.5	21	97	-1.7%	i	26	-8%	-0.5	1053	i	5	-0.57	1776	15	672	0.16	0.21	0.78	-0.62
CC(C)(C)NNC(=S)Nc1ccc(S(=O)(=O)N2CCOCC2)cc1	3.4	1.9	1.3	0.8%	i	47	5%	-4.0	1090	i	-1	.	.	-12	722	0.33	0.17	-0.29	-0.27
OC(CNC1CCCC1)COCCOc1ccc(Br)cc1 (stereo unspecified)	.	.	.	.	i	40	2%	0.0	1338	.	.	-0.51	1126	8	671	-0.4	-0.73	-0.03	0.62
COc1ccc2[nH]cc(C(=O)CN3CCN(C(=O)c4ccco4)CC3)c2c1	1.7	2.1	5.2	-0.7%	i	12	-9%	-1.9	1130	i	1	0.46	1042	.	.	2.1	-0.18	1.2	-1.2
CC(C)(C)Sc1nc(O)cc(=O)[nH]1	4.9	2.7	3.9	-1.5%	i	36	7%	-3.0	980	i	23	0.51	1459	.	.	1.5	-0.25	0.86	-1.1
COc1cccc(C2=NO[C@@H]3C(=O)N(c4ccc5c(c4)OCCO5)C(=O)[C@H]23)c1OC	3.4	1.7	3.8	-1.9%	i	44	-2%	-7.2	907	i	7	-0.43	922	.	.	-0.61	-0.22	-0.37	0.35
Clc1cccc(OCc2nc(-c3ccncc3)n[nH]2)c1	1.5	1.3	8.1	-1.4%	i	36	-1%	0.8	1515	i	-34	.	.	20	656	-0.29	-0.23	0.055	0.54
O=C(N/N=C/c1ccncc1)c1cccc([N+](=O)[O-])c1	3.6	3.1	6.4	-2.1%	i	44	-3%	0.3	1045	i	14	-0.1	1494	-12	688	-0.15	-0.24	0.34	-0.36
CCc1ccc(N/C(SCc2cccc(F)c2)=C(/C#N)C(=O)NCc2ccco2)cc1	3.1	2.9	2.4	6.5%	i	4	-6%	-1.3	1363	i	12	-0.22	1602	.	.	-1.3	0.21	-0.69	0.37
O=c1cc(CO)oc(CN2CCN(CCO)CC2)c1O	2.3	1.5	6.4	0.3%	i	29	-8%	-6.9	1095	i	43	-0.03	864	2	881	1.3	-0.28	1.4	0.18
O=C(NCCc1csc(-c2ccc(C(F)(F)F)cc2)n1)c1cccs1	5.7	2.8	5.4	-2.5%	i	18	-6%	-1.3	1112	i	-3	-0.27	1853	-10	706	0.6	-0.067	0.37	-0.79
Cc1nc2ccc3nc(NC(=O)c4ccco4)sc3c2s1	2.7	1.6	1.0	.	i	10	.	.	.	i	0	.	.	.	.	-1	0.37	-1	0.91

Taken from above:
Cc1cc(C)c2c(=O)n(CC(=O)Nc3ccc(Cl)cc3)sc2n1 in bCat nuc transl cell count 5 µM reads 1399
COc1ccccc1CN1C(=O)CCC1(C)C(=O)NCc1cccnc1 (stereo unspecified) in T cell modulator vesicle-bound % reads 14

Complete entries from above. Order of values: MT stabilize HCS | MT stabilize HCS Hoechst-high % | MT stabilize HCS cytotoxicity % | CSM14.1 death rescue | T cell modulator | T cell modulator vesicle-bound % | Salmonella PhoP GFP | bCat nuc transl | bCat nuc transl cell count 5 µM | Autophagy HCS | Autophagy HCS cell loss 18 h | Ins promoter up | Ins promoter up cell count | Hep lipid drop | Hep lipid drop cells 6.5 µM | Dynein transport | Dynein transport cytoplasmic EGFP | Dynein transport nuclear GR-EGFP | Dynein transport cell count
O=C(NCCc1csc(-c2ccc(C(F)(F)F)cc2)n1)c1cccs1 in the list: 5.7 | 2.8 | 5.4 | -2.5% | i | 18 | -6% | -1.3 | 1112 | i | -3 | -0.27 | 1853 | -10 | 706 | 0.6 | -0.067 | 0.37 | -0.79
OC(CNC1CCCC1)COCCOc1ccc(Br)cc1 (stereo unspecified) in the list: . | . | . | . | i | 40 | 2% | 0.0 | 1338 | . | . | -0.51 | 1126 | 8 | 671 | -0.4 | -0.73 | -0.03 | 0.62
